# Bioassay records (PubChem)
# HSP90 refold inh: HSP90 inhibitors, primary screen, cell lysate, luminescence | Heat shock protein HSP 90 (rabbit reticulocyte lysate; luciferase refolding) | Rabbit reticulocyte lysate, luciferase refolding luminescence, 3 h | inhibition, % at 5.6 µM | hit rate 0.91% among 290,000 | AID 1789, 2009;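 active means inhibition above the screen-wide mean plus 3 SD, computed separately per campaign, cut at about 16% in these data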;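 further: 0% = DMSO wells and 100% = 60 µM geldanamycin wells; inhibitors lower the luminescence because luciferase stays unfolded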
# GSK3B inh: human GSK3beta kinase inhibitors, primary screen, biochemical, cell-free homogeneous, HTS; Glycogen synthase kinase-3 beta (Homo sapiens), P49841; GST-GSK3beta kinase, ADP-Glo luminescence, 60 min; stronger effect = lower value; activity score (negative = inhibition), % at 10 µM; hit rate 0.038% among 300,000;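 active means more than half of replicate wells score below -50%, meaning over 50% inhibition versus plate controls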;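 further: 0% = median DMSO wells and -100% = median GW8510 positive control wells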
# Target sequence (P49841 whole entry, looked up): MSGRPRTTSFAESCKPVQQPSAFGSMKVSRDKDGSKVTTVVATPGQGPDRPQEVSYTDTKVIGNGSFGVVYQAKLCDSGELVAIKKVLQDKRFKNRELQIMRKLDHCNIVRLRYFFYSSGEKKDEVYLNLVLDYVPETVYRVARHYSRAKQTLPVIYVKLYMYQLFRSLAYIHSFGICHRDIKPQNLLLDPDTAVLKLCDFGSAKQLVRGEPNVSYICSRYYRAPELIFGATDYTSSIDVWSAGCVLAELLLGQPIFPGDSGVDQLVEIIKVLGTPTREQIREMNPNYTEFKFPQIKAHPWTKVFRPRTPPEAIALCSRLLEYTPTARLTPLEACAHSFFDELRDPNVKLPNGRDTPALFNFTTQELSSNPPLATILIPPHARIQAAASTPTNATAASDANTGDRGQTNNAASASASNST
#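 Assay system: GST-tagged human GSK3beta kinase, cell-free; Input: 1.6 ng GSK3beta; Medium: Tris/MgCl2 kinase buffer; Timing: 60 min enzyme reaction, room temperature; Signal: ADP-Glo luminescence quantifying ADP generated by kinase; Evaluation: score relative to plate controls; Benchmarks: DMSO neutral wells and GW8510 at 20 µM as positive.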
# HSF-1 act: HSF-1 activators, primary screen, NIH3T3-HGL cells, MG132 stress, luminescence, single point. NIH3T3-HGL HSF-1 luciferase reporter, 8 h; 100% = twice DMSO control signal. activation, % at 9 µM. hit rate 1.7% among 300,000;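 active means mean replicate activation of at least 50% with a set share of replicates each reaching 50%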;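 further: 0% = median of the neutral control wells and 100% = twice that signal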
# GSK3A inh: blockers of GSK3A enzyme activity – biochemical, luminescence, cell-free homogeneous, HTS, primary screen | hit rate 0.1% among 320,000 | inhibition, % at 10 µM | Glycogen synthase kinase-3 alpha (Homo sapiens), P49840 | AID 2650, 2010 | GSK-3 alpha kinase, ADP-Glo luminescence, 60 min;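 in the data active means inhibition above about 50%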;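 further: GST-tagged GSK-3 alpha with peptide substrate and 25 µM ATP; 0% = DMSO neutral wells and 100% = GW8510 positive control wells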
# Target sequence (P49840 whole entry, looked up): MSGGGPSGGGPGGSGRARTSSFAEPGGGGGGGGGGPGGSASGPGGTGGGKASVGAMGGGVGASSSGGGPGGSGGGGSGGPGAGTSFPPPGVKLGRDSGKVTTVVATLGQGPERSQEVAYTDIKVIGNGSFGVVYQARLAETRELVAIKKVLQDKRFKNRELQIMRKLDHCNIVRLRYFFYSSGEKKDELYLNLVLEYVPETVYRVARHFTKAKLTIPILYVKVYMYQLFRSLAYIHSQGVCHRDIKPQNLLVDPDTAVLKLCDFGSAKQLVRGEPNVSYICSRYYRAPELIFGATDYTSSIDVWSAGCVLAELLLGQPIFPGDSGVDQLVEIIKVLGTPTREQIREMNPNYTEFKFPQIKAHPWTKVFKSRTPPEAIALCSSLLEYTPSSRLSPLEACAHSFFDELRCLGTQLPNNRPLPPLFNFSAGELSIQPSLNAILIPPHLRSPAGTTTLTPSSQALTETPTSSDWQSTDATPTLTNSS
# AI-2 QS modul: Vibrio harveyi AI-2 quorum sensing modulators, primary screen, JMH597 strain, luminescence/OD600 ratio | AID 2094, 2009 | activity change, % at 7.5 µM | hit rate 0.4% among 300,000 | Vibrio harveyi JMH597 AI-2 luminescence/OD600 ratio, 9 h; stronger effect = lower value; strain lacks LuxN and CqsS sensors; 0 = neutral-control median; in the data active means activity change below about -75%, passing the limit was not always enough;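 further: luminescence divided by OD600 gain over 9 h not by final OD600 alone; inactives centre near 13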
# HSF1 inh: HSF1 inhibitors in luciferase reporter cells, primary screen, cell-based, NIH3T3, luminescence | hit rate 0.77% among 300,000 | activity change, negative = inhibition, % at 7.5 µM (by protocol) | NIH3T3-HGL HSE-luciferase, MG132-induced, luminescence 8 h; stronger effect = lower value | AID 2098, 2009;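 active means more than half of replicate wells show activity change below -50%, luminescence cut by over half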;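 further: luciferase reports HSF-1 transcriptional activity via heat shock element; 0% = median of DMSO wells and -100% = zero luminescence signal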
# IEC-6 tox: cytotoxicity in IEC-6 intestinal epithelial cells, primary screen, cytotoxicity control for KLF5 inhibitor project, cell-based, luminescence. IEC-6 cytotoxicity, luminescence viability. hit rate 0.78% among 290,000. AID 1825, 2009. inhibition, % at 5 µM; in the data active means inhibition above about 22%;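 further: 0% = plate median of test compound wells and 100% = cytotoxic reference compound wells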
# KLF5 inh: KLF5 expression inhibitors, primary screen, DLD-1 cells, luminescence. DLD-1 KLF5 promoter-luciferase reporter. inhibition, % at 5 µM. hit rate 0.23% among 290,000. AID 1700, 2009;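 active means inhibition above a per-plate limit of that plate's mean compound inhibition plus 3 SD, cut at about 60% in these data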;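 further: 0% = DMSO wells and 100% = LY294002 at 200 µM; higher means less KLF5 promoter-driven luciferase light; inactives centre near -14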
# aSyn UTR inh: MLPCN primary screen, SNCA 5' untranslated region | hit rate 0.82% among 300,000 | AID 1813, 2009 | alpha-synuclein 5'UTR reporter, inhibitor activity | inhibition, % (tested at 7.5 µM); in the data active means inhibition above about 60%;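 further: H4 neuroglioblastoma cells stably carrying SNCA 5'UTR luciferase fusion; 0% = DMSO wells and 100% = positive control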
# PolyA inh: polyadenylation inhibitors in yeast reporter cells, primary screen, luminescence, S. cerevisiae; calls only at 12 µM; S. cerevisiae SKY197-pL101 polyadenylation reporter, beta-gal luminescence; efflux-impaired pdr1/pdr3 knockout yeast; score 100 = 6 SD above DMSO; hit rate 0.02% among 300,000;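 active means lowest replicate activity score at least 50, where 100 means six control SD above control mean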;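 further: yeast exposed to compound for 9 h at 30 °C; higher score means more reporter readthrough which indicates perturbed polyadenylation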
# An asterisk follows results filed as active; i = inactive; · = not tested or not shown. These rows are one share of the data; the hit share may differ from the screen's.
SMILES,HSP90 refold inh,GSK3B inh,HSF-1 act,GSK3A inh,AI-2 QS modul,HSF1 inh,IEC-6 tox,KLF5 inh,aSyn UTR inh,PolyA inh
O=CNC(=O)c1ccccc1C(=O)O,5,1,-28,-4,33,-15,6,-39,-4,i
O=c1[nH]c2ccc(S(=O)(=O)NCc3ccccn3)cc2s1,2,3,-3,1,22,-3,4,-14,-9,i
Cc1cccc2nc3c(nc12)-c1ccccc1C3=O,10,1,20,-1,24,2,8,-6,-106,i
Cc1cccc(C)c1N1C(=O)[C@@H]2C(c3ccccc3Cl)=NO[C@@H]2C1=O,-1,2,6,10,8,-7,4,-43,1,i
COc1ccc(OC)c(NC(=O)Cc2nn(C)c(=O)c3ccccc23)c1,3,-1,1,1,6,-1,0,-8,-11,i
O=C(Cn1ncc2ccccc21)N1CCc2ccccc21,-3,1,-1,-5,16,-3,-3,3,3,i
COc1ccc(C(=O)COC(=O)CN2CC(=O)Oc3ccccc32)cc1Br,2,·,·,3,·,·,4,-41,·,·
O=C(NC(=S)Nc1ccc(CN2CCOCC2)cc1)c1ccc([N+](=O)[O-])cc1Cl,-1,1,41,-1,12,4,-3,-5,-21,i
CN(C)c1ccc(-c2nn3c(-c4cccnc4)nnc3s2)cc1,·,3,10,-1,10,1,·,·,-9,i
Cc1ccc(NC(=O)C2CC(=O)NC(Nc3cccc(C)c3)=N2)cc1 (stereo unspecified),-1,0,-18,-6,24,-6,0,-3,-5,i
O=C(NCCN1CCCCCC1)c1ccc(CS(=O)(=O)c2ccc(Br)cc2)o1,1,-21,-3,-1,1,-3,-5,-15,9,i
Cc1ccc(NC(=O)O/N=C/c2cccc([N+](=O)[O-])c2)cc1,1,2,-13,-2,8,-10,-7,-24,-45,i
CN1CCN(C(=O)c2sc(=S)n(-c3ccccc3)c2N)CC1,0,1,13,-3,15,3,-5,-17,-5,i
CNNC(=O)C(C)NC(=O)c1ccc(Br)cc1 (stereo unspecified),-3,-3,30,0,-5,-1,-3,-12,13,i
O=C(Cc1ccc(Cl)cc1)NCCS(=O)(=O)N1CCN(c2ccccc2)CC1,·,-2,-9,-1,-6,2,·,·,17,i
CC(=O)NCCCNc1ccc([N+](=O)[O-])cc1,-1,3,39,-1,21,4,-5,-31,-43,i
CC(C)OCC(O)CN1CCC(Cc2ccccc2)CC1 (stereo unspecified),-3,0,14,-1,18,-11,0,-28,2,i
CN(c1ccccc1C(=O)N1CCN(Cc2ccc3c(c2)OCO3)CC1)S(C)(=O)=O,-1,-4,-5,0,34,-2,0,-31,-1,i
CCOC(=O)C1CCCN(C2=NC(=O)/C(=C/c3ccc(N(C)C)cc3)S2)C1 (stereo unspecified),-1,0,3,0,-2,-9,-3,-34,-43,·
CC(C)(C)SCCNC(=O)c1ccc(Cl)c(S(=O)(=O)N2CCOCC2)c1,0,2,22,-6,8,-2,2,-8,-8,i
O=C(CCc1nc2ccccc2c(=O)[nH]1)NCc1ccco1,3,10,-71,0,20,-65*,4,-36,-5,i
COc1cc(-c2noc(C)c2/C=C/c2cccc([N+](=O)[O-])c2)cc(OC)c1OC,4,1,-26,0,19,-18,79*,64*,69*,i
CCc1ccc(NC(=O)c2cc(-c3ccc(F)cc3)on2)cc1,1,1,11,-2,5,10,-6,-5,-31,i
CC1CCN(S(=O)(=O)c2ccc(S(=O)(=O)NCC3COCCO3)cc2)CC1 (stereo unspecified),0,-2,-13,0,28,5,2,-14,12,i
CCOC(=O)c1ccc(-n2c(CN3CCC(O)CC3)nc3ccc([N+](=O)[O-])cc3c2=O)cc1,4,-4,2,1,19,4,-10,2,-21,i
COc1ccc(CCNC(=O)COC(=O)/C=C/c2cccs2)cc1,1,7,-2,-1,34,-4,-1,-16,24,i
O=C1Nc2ccc(Br)cc2C1(O)c1ccccc1 (stereo unspecified),10,2,3,3,-6,-1,8,-21,2,i
COC(CNC(=O)Cn1ncc2ccsc2c1=O)OC,3,-4,-6,-3,-3,0,1,-28,-8,i
Cc1nn(C)c(-c2n[nH]c(=S)n2Cc2ccco2)c1Cl,-1,-2,5,2,22,-1,-8,-3,7,i
O=C(COCC(=O)NCc1ccccc1)NCc1ccccc1,-8,-5,-15,-12,32,-5,-6,-14,17,i
CCCCCCNCC(=O)N1CCC(Cc2ccccc2)CC1,-1,2,-5,0,43,-3,-5,-28,16,i
CCOc1cccc(C(=O)NC(=S)Nc2ccc(Cl)cc2C(=O)O)c1,0,0,-6,-4,15,-1,-4,-37,9,i
CC(=O)Nc1ccccc1Nc1cc(C#N)c(C#N)cc1[N+](=O)[O-],-1,-3,6,-1,5,-3,-11,-74,24,i
O=C(NCCC1=CCCCC1)c1ccc(Cl)c(S(=O)(=O)N2CCOCC2)c1,0,-3,17,1,3,6,6,5,-43,i
COc1cccc2cc(C(=O)Nc3cccc(C)n3)c(=O)oc12,·,1,9,-2,12,3,·,·,-167,i
CS(=O)(=O)N(CC(=O)NCC1CCCO1)c1cc(Cl)ccc1Cl (stereo unspecified),4,-1,54*,1,4,18,-1,11,-3,i
Cc1ccc(CCNC(=O)Cn2ccc3cc(S(=O)(=O)N4CCCC4)ccc32)cc1,-5,-1,-1,-2,10,0,6,-13,1,i
Cc1cccc2sc(NNC(=O)c3cc(-c4cccs4)nc4ccccc34)nc12,-3,7,5,7,20,-1,0,5,-50,i
CCOC(=O)c1ccc(NC(=O)N2CCc3ccccc32)cc1,2,-12,44,-2,29,37,7,-191,-189,i
O=[N+]([O-])c1cc(Cl)cc(/C=N/n2cnnc2)c1O,0,-1,3,-2,21,-1,2,12,-4,i
O=C(CSc1nnc(NC(=O)C2CCC2)s1)Nc1ccccc1,-5,3,-3,0,0,1,5,-6,-6,i
CN(C)C1(CN=Cc2cc(Cl)cc([N+](=O)[O-])c2O)CCCCC1,1,2,-7,-1,76,-4,0,9,13,i
CCOC(=O)C1CCN(Cc2ccc(O)c(OC)c2)CC1,0,0,4,4,50,2,3,0,-18,i
O=C(CN1CCOCC1)N1c2ccccc2Sc2ccccc21,1,-1,13,-4,13,0,-5,-3,3,i
O=C(O)C1Sc2[nH]c(=O)sc2C2c3cc(Cl)ccc3OC(=O)C12 (stereo unspecified),3,-1,-9,12,11,-5,5,-11,19,i
CCOc1ccc(-n2c(SCC(=O)N3CCC(C(=O)O)CC3)nc3ccccc3c2=O)cc1,6,1,-6,-3,9,6,-1,-39,-16,i
Cc1cc(C(=O)CSc2nnc(C3COc4ccccc4O3)n2C)c(C)n1-c1ccc(F)cc1 (stereo unspecified),3,0,9,-1,30,8,-2,-18,7,·
O=C1C2C3CC(C2C(=O)N1c1cccc(Cl)c1)[C@H](O)C3O (stereo partly specified),1,2,-3,-1,13,-7,6,-15,3,i
CCOC(=O)c1ccc(NC(=S)NCc2ccccc2)cc1,-4,0,-12,-5,-3,-2,2,-17,-42,i
C=CCNC(=S)NCc1ccccc1OC,-2,1,·,0,-13,·,-9,-11,19,i
Cc1ccc(NS(=O)(=O)c2ccc(C(=O)NCC(c3ccco3)N3CCCCC3)cc2)cc1 (stereo unspecified),·,5,16,1,32,2,·,·,-5,i
C=C(C)CN(CC)c1nc(N)c(C#N)c(CC#N)c1C#N,1,-3,75*,6,34,69,-2,-31,22,i
CCN(Cc1ccccc1)C(=O)CN1C(=O)COc2ccc(S(=O)(=O)NC3CCCC3)cc21,2,-3,2,-4,12,2,-2,-13,8,i
O=C(Nc1nnc(-c2ccco2)o1)C1CCCCC1,0,-2,7,-1,-3,2,2,-26,-16,i
O=C(NCCc1ccc(Cl)cc1)c1cccc(NC2=NC3CS(=O)(=O)CC3S2)c1 (stereo unspecified),10,3,-7,0,26,5,-2,9,2,i
O=C(NCc1ccc(F)cc1)C1CCN(S(=O)(=O)c2cccc3nonc23)CC1,-1,·,-1,-3,·,-1,-4,-5,4,i
c1ccc2c(c1)nc1n2CCN1CCNC1CCCCC1,2,3,0,-1,15,-6,-6,-31,10,i
O=C(N/N=C/c1c(F)cccc1Cl)c1ccc(Cn2cc(Br)cn2)o1,3,-6,5,-1,37,10,2,4,-9,i
COC(=O)c1cnc2c(C(F)(F)F)cccc2c1OC,4,·,·,-2,·,·,-6,-19,·,·
COc1cc(/C=N/NC(=O)CN(Cc2ccccc2)S(=O)(=O)c2ccc3c(c2)OCCO3)ccc1O,-1,0,-1,1,29,-2,-3,-11,14,i
# Going on with the list.
SMILES,HSP90 refold inh,GSK3B inh,HSF-1 act,GSK3A inh,AI-2 QS modul,HSF1 inh,IEC-6 tox,KLF5 inh,aSyn UTR inh,PolyA inh
CCOCCCNc1nc2c(-c3ccccc3)nnn2c2ccccc12,-5,4,-7,-2,12,-7,1,6,8,i
O=C(NCCCn1ccnc1)Nc1ccc(Cl)cc1,-2,-3,2,-1,4,1,6,-21,-35,i
NC(=O)CC(NC(=O)Cc1cccc2ccccc12)c1ccc(NC2CCCCC2)c([N+](=O)[O-])c1 (stereo unspecified),·,1,1,-1,0,-1,·,·,25,i
O=C(NCC(=O)N(c1ccccc1F)C(C(=O)NC1CCCC1)c1ccncc1)c1ccco1 (stereo unspecified),0,1,-17,1,25,-9,0,10,-5,i
COc1ccc(S(=O)(=O)N(C)CC(=O)N2CCC(C(N)=O)CC2)cc1,-1,1,-11,8,19,1,-3,0,29,i
C=C(C)COc1ccc(-c2n[nH]c(C)c2-c2ccccc2)c(O)c1,5,7,19,·,23,-3,-3,1,25,i
Cc1cc(/C=C2/NC(=O)NC2=O)c(C)n1-c1cccnc1,3,-5,-7,4,15,-7,3,-14,-10,i
COc1ccc(NC(=O)C(=S)NC2CCCCC2)cc1,-3,-3,18,-3,-10,37,3,-73,-125,i
CCOc1ccc(CC(=O)NCC(=O)NCc2cc(=O)n(C)c(=O)n2C)cc1,-4,0,-14,-5,21,-4,-1,-27,-1,i
COc1ccc(N(CC(=O)NCc2ccccc2Cl)S(=O)(=O)c2c(C)noc2C)cc1,-3,-4,5,-2,20,3,-2,-7,-6,i
